Screens from PubChem.
Abeta yeast res – A-beta toxicity reversal in yeast; Potency, µM (titrated, usually from 46.1 µM), inactives show at the top dose growth rescue, usual class: activators; yeast expressing A-beta42, growth rescue, OD600, 48 h; response scale: 0% DMSO, 100% iron-clioquinol control; 410,000 tested, 0.063% active; AID 1347071; further: potency means the concentration at half of the fitted maximal effect; nearly all actives have a fitted effect of over 55% in size
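Yeast A-beta toxicity model in growth medium with pinned compounds, 48 h at 30 C; growth read as absorbance at 600 nm. Normalized to FeCl3/clioquinol equimolar mix (positive) and DMSO (negative).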
PTHR1 ag – activates the human parathyroid hormone receptor PTHR1 | Q03431 | HEK293 GP2 PTHR1 cells, GloSensor cAMP luminescence, 1 h | Potency, µM (top dose mostly 115 µM), inactives show at the top dose activation, usual class: activators | 410,000 tested, 0.075% active | AID 743266; further: potency means the concentration at half of the fitted maximal effect; nearly all actives have a fitted effect of over 55% in size; some results filed as inactive show a strong effect at the top dose; inactives centre near -15; many of its hits are not listed in these tables
Target sequence (Q03431 whole entry, looked up): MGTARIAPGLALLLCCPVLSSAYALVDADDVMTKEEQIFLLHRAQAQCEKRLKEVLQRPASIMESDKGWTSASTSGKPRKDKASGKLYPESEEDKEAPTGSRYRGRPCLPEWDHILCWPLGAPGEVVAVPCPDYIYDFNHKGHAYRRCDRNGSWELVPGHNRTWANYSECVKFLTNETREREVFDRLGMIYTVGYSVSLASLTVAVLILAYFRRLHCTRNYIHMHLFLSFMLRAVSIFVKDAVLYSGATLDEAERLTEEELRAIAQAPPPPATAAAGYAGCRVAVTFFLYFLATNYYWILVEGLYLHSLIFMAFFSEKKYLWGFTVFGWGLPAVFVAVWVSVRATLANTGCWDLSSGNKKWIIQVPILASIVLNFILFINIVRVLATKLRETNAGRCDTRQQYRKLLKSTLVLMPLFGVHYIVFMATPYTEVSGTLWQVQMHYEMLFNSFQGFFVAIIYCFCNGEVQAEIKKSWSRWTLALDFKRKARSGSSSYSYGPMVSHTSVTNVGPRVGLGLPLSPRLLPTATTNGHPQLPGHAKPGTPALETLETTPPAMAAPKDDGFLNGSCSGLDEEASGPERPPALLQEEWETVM
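HEK-293-derived GP2 cells expressing PTHR1 and a GloSensor cAMP reporter, 3,000/well, plated overnight, given luciferin plus IBMX (each 0.5 mM as added) for 1 h at 37 °C, then compound for 1 h at 37 °C. Luminescence was read after 15 min at room temperature.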
GLP-1R inv ag – inverse agonists of human GLP-1 receptor; P43220; HEK293 GLP-1R CRE-luciferase, luminescence, 24 h; GLP-1R form is constitutively active; Potency, µM (highest dose often 38.3 µM), without a hit: top-dose activity change, negative = inhibition, most hits filed as inhibitors; 410,000 tested, 1.6% active; AID 624417; further: potency means the concentration at half of the fitted maximal effect; on the % scale 0 is the no-effect control and ±100 the full control effect; nearly all actives have a fitted effect of over 55% in size
Target sequence (P43220 whole entry, looked up): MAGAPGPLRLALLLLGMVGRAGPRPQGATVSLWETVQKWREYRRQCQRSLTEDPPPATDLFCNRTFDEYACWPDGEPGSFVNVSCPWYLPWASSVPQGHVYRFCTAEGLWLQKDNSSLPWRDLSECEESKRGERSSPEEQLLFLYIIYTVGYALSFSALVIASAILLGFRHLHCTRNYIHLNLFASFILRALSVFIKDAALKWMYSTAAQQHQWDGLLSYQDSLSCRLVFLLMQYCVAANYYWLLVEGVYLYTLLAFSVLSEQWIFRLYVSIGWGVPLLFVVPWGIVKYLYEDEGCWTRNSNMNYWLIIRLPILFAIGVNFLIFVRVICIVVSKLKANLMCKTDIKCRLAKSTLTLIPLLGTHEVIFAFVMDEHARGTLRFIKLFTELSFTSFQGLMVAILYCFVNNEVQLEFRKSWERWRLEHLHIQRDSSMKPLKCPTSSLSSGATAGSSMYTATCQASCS
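GLP-1R inverse agonism mode: basal reporter luminescence in engineered HEK293 cells measured after one day of compound exposure at 37 deg C, with a 12 min room-temperature detection step.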
DRD3 antagonist – D3 dopamine receptor (human) antagonism | D3R cells, DiscoveRx beta-arrestin luminescence, antagonist mode; active compounds read low | max response, negative = inhibition, % | 360,000 tested, 2.5% active | AID 652054; in the data active means max response below about -50%; inconclusive means no clear call, values can overlap the other calls; further: on the % scale 0 is the no-effect control and ±100 the full control effect; mostly tested at two doses, the higher about 12 µM
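Cells plated overnight at 1500 cells/well, then exposed to library compounds with dopamine controls for 90 minutes at 37 degrees C. DiscoveRx reagent added for 30–60 minutes at room temperature; luminescence read, quantitative HTS format.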
aSyn yeast inh – rescues yeast growth from alpha-synuclein toxicity; Potency, µM (top dose mostly 46.1 µM), for the others: at the top dose growth rescue (activation), actives largely listed as activators; Yeast expressing alpha-synuclein, growth rescue, BacTiter-Glo, 24 h; AID 652106; 370,000 tested, 0.14% active; further: potency means the concentration at half of the fitted maximal effect; % of control where 0% means no effect; nearly all actives have a fitted effect of over 65% in size
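Galactose-induced alpha-syn yeast (OD600=0.02, raffinose-pregrown) + pinned cpd, 24 hr, 30 deg C; growth by BacTiter-Glo luminescence. Growth restoration scores as activation.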
FUS suppressor – FUS proteinopathy suppression in yeast; S. cerevisiae FUS-expressing, growth rescue, OD600, 24 h; Potency, µM (top dose mostly 76.6 µM), inactives show top-dose growth rescue (activation), hits mostly activators; 390,000 tested, 0.24% active;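 further: potency means the concentration at half of the fitted maximal effect; plate controls were DMSO vehicle for no effect and reference control for full effect; nearly all actives have a fitted effect of over 55% in size; some results filed as inactive show a strong effect at the top dose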
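Restored growth of FUS-toxic S. cerevisiae, read as 600 nm absorbance after 24 h at 30C in galactose medium (starting OD 0.005). Controls CP55940 and DMSO.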
TDP-43 yeast inh – inhibitors of TDP-43 toxicity in yeast; 410,000 tested, 1.8% active; AID 652104; TDP-43 expressing yeast growth rescue, BacTiter-Glo, 24 h; Potency, µM (doses to about 46.1 µM), for the others: at the top dose growth rescue (activation), hits mostly activators; further: potency means the concentration at half of the fitted maximal effect; % of control where 0% means no effect; nearly all actives have a fitted effect of over 50% in size
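Galactose-induced TDP-43 yeast, OD600=0.02, compound pinned; 24 hr, 30 deg C; BacTiter-Glo luminescence for growth. Inhibitors of TDP-43 toxicity read as activators.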
GLP1R ag – activates the human GLP-1 receptor | Potency, µM (top dose mostly 45.6 µM), for inactives: top-dose activation, hits mostly activators | AID 624172 | 380,000 tested, 0.007% active | HEK293 GLP-1R CRE-luciferase, luminescence, 4-6 h; cells express a hypersensitive GLP-1R form | P43220; further: potency means the concentration at half of the fitted maximal effect; % of control where 0% means no effect
pAkt inh – Akt phosphorylation inhibition; Neuro2A IGF-stimulated pAkt S473 HTRF, 20 min; active compounds read low; activity change, % for hits at 50 µM; 360,000 tested, 0.32% active; in the data active means activity change below about -80%; inconclusive means mostly about -51% to -80%; further: on the % scale 0 is the no-effect control and ±100 the full control effect
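Single-point screen (50 µM final compound) in Neuro2A cells stimulated 20 min with 6 nM IGF at 37 deg C. After lysis, Ser473-phosphorylated Akt read by HTRF (ex 330 nm, em 615/665 nm) as the 665/615 ratio.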
* = called active by the depositor; i = inactive; ? = inconclusive; . = not tested or not shown; & = joins results of further samples; [ ] = another dose, or the depositor's remark. Unless noted, the call rests on the fitted dose curve; in most records, active means well fitted curve in the direction sought with a large enough effect; inconclusive means small, poorly fitted or top-dose-only effect, or another doubt; inactive means no such curve, though single readings can be large; an effect the other way counts as inactive or inconclusive. Some of the compounds tested; rates above refer to the full screens.

(1) COC(=O)c1onc(-c2c(Cl)cccc2Cl)c1C(=O)OC
(2) COc1ccc(Cl)cc1C(=O)NNC(=O)CNC(=O)c1ccco1
(3) CCc1ccc(S(=O)(=O)N(C(=O)Oc2ccccc2)c2ccc3oc(C)c(C(=O)OC)c3c2)cc1
(4) O=C(CCn1ccc2cc(S(=O)(=O)N3CCCC3)ccc21)NCc1cccc(Br)c1
(5) O=C(O)CCN1C(=O)c2ccc(NC(=O)CSc3ccc(Cl)cc3)cc2C1=O
(6) CCOc1ccc(Cl)cc1CSc1n[nH]c(CC)n1
(7) O=C(CSc1nnc(C23CC4CC(CC(C4)C2)C3)o1)Nc1ccc(N2CCOCC2)c(Cl)c1
(8) CC(C)Cc1nc2sc3c(=O)n(N)cnc3c2c2c1COC(C)(C)C2
(9) O=C(CN1C(=O)c2cccnc2Oc2ccc(Cl)cc21)NCCC1=CCCCC1
(10) CCOC(=O)CC(=O)Nc1cc2ccc(OC)c(OC)c2cc1C(=O)OCC
assay / compound	1	2	3	4	5	6	7	8	9	10
Abeta yeast res	-2%	-4%	0%	-7%	9%	23%	1%	10%	11%	2%
PTHR1 ag	i	-26%	i	i	i	i	-6%[57.5 µM]	i	i	-8%
GLP-1R inv ag	9%	6%	-24%	?	-17%	3%	5%	4%	-26%	20%
DRD3 antagonist	5	9	.	.	2	-1	?	7	-9	31
aSyn yeast inh	-4%	4%	.	.	1%	12%	7%	-1%	0%	-9%
FUS suppressor	1%	5%	5%	?	-17%	-1%	-2%	18%	19%	5%
TDP-43 yeast inh	24%	17%	8%	6%	-4%	-3%	-17%	23%	9%	28%
GLP1R ag	6%	-3%	.	.	4%	3%	-19%	-3%	-5%	8%
pAkt inh	i	i	.	.	i	.	i	i	i	i

(11) c1ccc(CNC23CC4CC(CC(C4)C2)C3)nc1
(12) CC1CCN(S(=O)(=O)c2ccc(C(=O)N3CCCCC3C(=O)O)cc2)CC1 (stereo not given)
(13) Cc1cc(=O)[nH]c(SCC(=O)c2ccccc2)c1C#N
(14) Cc1nn(Cc2ccccc2)c(Cl)c1C(=O)OCC#N
(15) CCN1C(=O)[C@H]2[C@@H](c3ccc(-c4ccc(F)cc4)cc3)N[C@@](CC(C)C)(C(=O)OC)[C@H]2C1=O
(16) O=S(=O)(c1ccccc1)N1CCN(Cc2ccccc2C(F)(F)F)CC1
(17) Cc1ccc(C)c(S(=O)(=O)NCC(=O)N2CCCC2)c1
(18) O=C(Nc1ccc(F)cc1)C1C(c2ccccc2)C1(Cl)Cl (stereo not given)
(19) Cc1csc(N2CCCC2c2nc3cc(Cl)c(N4CCCCC4)cc3n2CCCO)n1 (stereo not given)
(20) CCOC(=O)N1CCN(c2ccc(S(=O)(=O)N3CCC(C)CC3)cc2[N+](=O)[O-])CC1
assay / compound	11	12	13	14	15	16	17	18	19	20
Abeta yeast res	1%	-1%	12%	15%	1%	6%	11%	-6%	-2%	-12%
PTHR1 ag	-19%	i	i	-7%	-15%	-5%[57.5 µM]	i	-76%[inhibitor]	i	-25%
GLP-1R inv ag	-22%	20%	50%[activator]	23%	?	?	4%	?	?	?
DRD3 antagonist	1	-19	-26	17	?	?	20	-29	-18	-2
aSyn yeast inh	1%	-6%	7%	2%	-5%	-12%	0%	-58%[inhibitor]	1%	3%
FUS suppressor	3%	.	-4%	24%	33%	15%	-7%	.	8%	41%
TDP-43 yeast inh	5%	7%	4%	10%	-22%	7%	7%	-52%[inhibitor]	12%	22µM*
GLP1R ag	0%	4%	1%	27%	-1%	7%	5%	-1%	10%	10%
pAkt inh	i	i	i	i	i	i	i	i	i	i

(21) CC(C)(C)OC(=O)N1CCCC(C(=O)Nc2ccc(C(=O)NC3CC3)cc2)C1 (stereo not given)
(22) Cc1nnsc1C(=O)NNC(=O)c1ccc(C(F)(F)F)cc1
(23) CN1CCN(C(=O)CCN2C(=O)/C(=C/c3ccc(F)cc3)SC2=S)CC1
(24) COC(=O)c1sc(NC(=O)CN2CCN(c3cccc(Cl)c3)CC2)c(C(=O)OC)c1C
(25) Cc1ccc(SCC(=O)Nc2oc(C)c3c(C)n[nH]c(=O)c23)cc1C
(26) O=C(O)Cc1ccc(NS(=O)(=O)c2ccccc2Cl)cc1
(27) O=C(NCCNC(=O)c1cc(Cl)ccc1Cl)c1cnccn1
(28) Cc1cc(NC(=O)CSc2ccc(-c3ccc(Br)cc3)nn2)no1
(29) CC1(C)CC(=O)C(C(c2cc([N+](=O)[O-])ccc2Cl)C2C(=O)CC(C)(C)CC2=O)C(=O)C1
(30) O=C(CN1C(=O)NC2(CCCCC2)C1=O)N1CCN(S(=O)(=O)/C=C/c2ccccc2)CC1
assay / compound	21	22	23	24	25	26	27	28	29	30
Abeta yeast res	-5%	-18%	-13%	8%	-16%	-2%	2%	9%	3%	0%
PTHR1 ag	i	i	7%	20%	i	-20%	?	i	i	i
GLP-1R inv ag	4%	42%[activator]	10%	4%	3%	-10%[7.66 µM]	0%	24%	-5%	1%
DRD3 antagonist	16	-13	-19	24	-8	9	-4	8	6	7
aSyn yeast inh	4%	0%	0%	-7%	-8%	0%	0%	-4%	-1%	-4%
FUS suppressor	-6%	5%	18%	-3%	-22%	12%	11%	30%	1%	23%
TDP-43 yeast inh	5%	-4%	-21%	13%	-7%	13%[9.22 µM]	-6%	4%	5%	-1%
GLP1R ag	-5%	1%	0%	11%	-5%	0%	-1%	4%	8%	3%
pAkt inh	i	i	i	i	i	i	i	i	i	i

3 entries out of the list above, ordered by their value in DRD3 antagonist, highest first:
item	Structure	PTHR1 ag	GLP-1R inv ag	DRD3 antagonist	GLP1R ag	pAkt inh
24	COC(=O)c1sc(NC(=O)CN2CCN(c3cccc(Cl)c3)CC2)c(C(=O)OC)c1C	20%	4%	24	11%	i
30	O=C(CN1C(=O)NC2(CCCCC2)C1=O)N1CCN(S(=O)(=O)/C=C/c2ccccc2)CC1	i	1%	7	3%	i
20	CCOC(=O)N1CCN(c2ccc(S(=O)(=O)N3CCC(C)CC3)cc2[N+](=O)[O-])CC1	-25%	?	-2	10%	i

Additional results follow.
(31) Cc1ccccc1C(=O)Nc1nnc(S(=O)(=O)N2CCCCCC2)s1
(32) CCCSc1oc(-c2cccs2)nc1S(=O)(=O)c1ccc(Cl)cc1
(33) CCN(CC)c1ccc(C=C2SC(=S)NC2=O)cc1
(34) CN(C)S(=O)(=O)c1cc(NC(=O)CN2CCc3ccccc32)ccc1Cl
(35) O=C(COC(=O)c1cc(=O)c2ccccc2o1)NCc1ccccc1
(36) COc1cc(NC(=O)C2(C)CCCN(C(C)C)C2)cc(OC)c1OC (stereo not given)
(37) COc1ccc(-c2nn(-c3ccccc3)cc2C(=O)OCC(=O)c2ccc(C)c([N+](=O)[O-])c2)cc1
(38) O=C(NC(CC(=O)N1CCN(c2ccccc2)CC1)c1ccccc1)c1ccccc1Cl (stereo not given)
(39) O=C(N/N=C/c1ccc(O)c(O)c1)N/N=C/c1ccc(O)c(O)c1
(40) CCCCC1=CC2=CC(=O)C(C)(OC(=O)c3cccs3)C(=O)C2=CO1 (stereo not given)
assay / compound	31	32	33	34	35	36	37	38	39	40
Abeta yeast res	3%&-7%	2%	9%	6%	-5%	-10%	-1%	5%	-11%	-57%[inhibitor]
PTHR1 ag	-62%&-13%[inhibitor]	i	-26%	i	-5%	i	i	-14%	i	-37%[inhibitor]
GLP-1R inv ag	?	?	9%	-5%	21%	-16%	?	-24%	39%[activator]	-6%
DRD3 antagonist	17	.	5	-4	3	-8	31	4	3	4
aSyn yeast inh	1%	.	0%	3%	2%	-5%	0%	-1%	-6%	-14%
FUS suppressor	-7%&-11%	12%	.	16%	30%	-21%	21%	32%	28%	14%
TDP-43 yeast inh	10%&15%	12%	19%	-11%	-12%	23%	16%	27%	-15%	?
GLP1R ag	-4%	.	0%	0%	9%	-4%	-4%	4%	8%	-4%
pAkt inh	i	.	i	i	i	i	i	i	i	i

Reprinted at random: three entries already listed, in no set order.
(3) CCc1ccc(S(=O)(=O)N(C(=O)Oc2ccccc2)c2ccc3oc(C)c(C(=O)OC)c3c2)cc1
(24) COC(=O)c1sc(NC(=O)CN2CCN(c3cccc(Cl)c3)CC2)c(C(=O)OC)c1C
(33) CCN(CC)c1ccc(C=C2SC(=S)NC2=O)cc1
assay / compound	3	24	33
Abeta yeast res	0%	8%	9%
PTHR1 ag	i	20%	-26%
GLP-1R inv ag	-24%	4%	9%
DRD3 antagonist	.	24	5
aSyn yeast inh	.	-7%	0%
FUS suppressor	5%	-3%	.
TDP-43 yeast inh	8%	13%	19%
GLP1R ag	.	11%	0%
pAkt inh	.	i	i

Other results follow:
(41) CCOC(=O)c1nnn(-c2nonc2-n2cccc2)c1CN1CCC(C)CC1
(42) Cc1cc(C)cc(C(=O)Nc2ccc(NC(=O)Cc3ccccc3)cc2)c1
(43) O=C(CSc1nnnn1C1CC1)Nc1cc(S(=O)(=O)N2CCCC2)ccc1Cl
(44) COc1ccccc1/C=C(/NC(=O)c1ccccc1)C(=O)NCCN1CCOCC1
assay / compound	41	42	43	44
Abeta yeast res	29%	0%	3%	5%
PTHR1 ag	-19%[57.5 µM]	-6%	i	i
GLP-1R inv ag	?	-3%	-14%	3%
DRD3 antagonist	4	-1	10	5
aSyn yeast inh	8%	-1%	14%	-6%
FUS suppressor	9%	-39%	22%	-7%
TDP-43 yeast inh	-3%	25%	1%	-5%
GLP1R ag	-7%	3%	18%	-3%
pAkt inh	i	i	i	i
